High-throughput results from PubChem.
PriA SSB inh = inhibitors of Klebsiella pneumoniae PriA binding to SSB C-terminal tail, primary screen, biochemical, AlphaScreen. PriA–SSB C-terminal tail interaction (Klebsiella pneumoniae). inhibition, % at 33 µM. AID 1272365, 2023. 430,000 tested, 0.6% active. AlphaScreen SSBct-PriA binding, biotinylated peptide; in the data active = inhibition mostly above about 37%, no sharp cut-off; inactive = mostly below about 20%;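 also: plate controls were negative control peptide for no effect and reference peptide for full effect; strong numbers were not always called active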
DUSP3 inh = VHR1 phosphatase inhibitors, primary screen, biochemical, absorbance, uHTS; recombinant VHR phosphatase, pNPP absorbance; inhibition, % at 13.3 µM; 290,000 tested, 0.52% active; in the data active = inhibition above about 50%; also: some compounds called inactive have numbers as strong as hits
Target sequence (P51452 whole entry, looked up): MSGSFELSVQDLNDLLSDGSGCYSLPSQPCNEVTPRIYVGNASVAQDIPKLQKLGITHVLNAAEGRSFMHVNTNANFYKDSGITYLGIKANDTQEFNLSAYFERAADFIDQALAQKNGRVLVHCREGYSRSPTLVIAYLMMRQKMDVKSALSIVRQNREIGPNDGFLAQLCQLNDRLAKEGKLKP
Vc quorum ag = inducers of Vibrio cholerae quorum light production without autoinducers, primary screen, BH1578 luxS cqsA deficient, single point | 350,000 tested, 0.16% active | activation, % at 18.7 µM | V. cholerae BH1578 lux reporter, luminescence, 6 h; in the data active = activation mostly above about 9.7%, no sharp cut-off; also: not every result past the cut was called active; inactives centre near 0; reference of the scale not given here
Mtb BioA inh = M. tuberculosis BioA enzyme inhibitors, primary screen, biochemical, plate reader, single point, HTS | 7,8-diaminopelargonic acid synthase BioA (Mycobacterium tuberculosis) | purified M. tuberculosis BioA enzyme | inhibition, % at 9.99 µM | 360,000 tested, 0.096% active | AID 602481, 2012; in the data active = inhibition above about 40%
MazEF act = activators of E. coli MazEF toxin-antitoxin RNase, primary screen, biochemical, fluorescence, uHTS. AID 504720, 2011. activation, % at 20 µM. FAM/BHQ RNA-DNA oligo cleavage fluorescence, 5 h. 350,000 tested, 0.32% active. Endoribonuclease toxin MazF (Escherichia coli (strain K12)), P0AE70; in the data active = activation above about 50%
Target sequence (P0AE70 whole entry, looked up): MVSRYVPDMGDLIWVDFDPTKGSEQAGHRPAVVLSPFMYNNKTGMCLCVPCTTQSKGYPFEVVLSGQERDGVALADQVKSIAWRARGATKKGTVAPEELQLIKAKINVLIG
SARS 3CLpro inh = SARS-CoV 3CLpro protease inhibitors, primary screen, biochemical, quenched FRET; Replicase polyprotein 1ab (Severe acute respiratory syndrome coronavirus), P0C6X7; recombinant SARS-CoV 3CLpro, quenched FRET peptide cleavage; inhibition, % at 6 µM; 290,000 tested, 0.14% active; in the data active = inhibition above about 12%
Rv3671c inh = Rv3671c serine protease inhibitors, primary screen, biochemical, fluorescence polarization, M. tuberculosis H37Rv; 320,000 tested, 0.048% active; P9WHR9; inhibition, % at 5.96 µM; in the data active = inhibition above about 38%;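 also: extracellular domain of Rv3671c used as enzyme; 0% = enzyme with DMSO and 100% = no enzyme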
Target sequence (P9WHR9 whole entry, looked up, the tested form may be a part): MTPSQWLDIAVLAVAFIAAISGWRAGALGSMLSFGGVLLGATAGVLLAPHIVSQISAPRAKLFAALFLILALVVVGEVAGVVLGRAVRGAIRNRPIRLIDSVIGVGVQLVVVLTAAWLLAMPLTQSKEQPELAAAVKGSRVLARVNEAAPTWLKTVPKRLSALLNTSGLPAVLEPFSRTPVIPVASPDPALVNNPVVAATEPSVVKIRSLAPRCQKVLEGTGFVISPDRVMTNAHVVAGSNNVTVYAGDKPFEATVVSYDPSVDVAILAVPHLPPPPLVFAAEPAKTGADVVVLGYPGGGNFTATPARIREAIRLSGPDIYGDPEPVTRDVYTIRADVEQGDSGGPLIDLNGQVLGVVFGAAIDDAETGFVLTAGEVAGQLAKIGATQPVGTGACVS
Mtb FBA inh = Mtb FBA enzyme inhibitors, primary screen, biochemical, fluorescence, strain H37Rv; Fructose-bisphosphate aldolase (Mycobacterium tuberculosis (strain ATCC 25618 / H37Rv)), …; purified M. tuberculosis FBA, fluorescence read-out; inhibition, % at 1 µM; 360,000 tested, 2.3% active; AID 588726, 2011; in the data active = inhibition above about 27%;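 also: 0% = vehicle and 100% = reference inhibitor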
Target sequence (P9WQA3 whole entry, looked up): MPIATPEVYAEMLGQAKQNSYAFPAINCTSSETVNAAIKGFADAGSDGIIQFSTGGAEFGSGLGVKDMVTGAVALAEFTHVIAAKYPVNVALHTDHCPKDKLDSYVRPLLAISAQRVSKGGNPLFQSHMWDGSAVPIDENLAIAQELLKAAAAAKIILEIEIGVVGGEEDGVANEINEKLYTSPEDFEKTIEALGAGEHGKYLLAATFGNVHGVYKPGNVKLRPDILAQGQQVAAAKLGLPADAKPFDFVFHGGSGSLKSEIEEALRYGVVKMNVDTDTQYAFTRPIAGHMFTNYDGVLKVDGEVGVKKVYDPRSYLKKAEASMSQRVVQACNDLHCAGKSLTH
Mtb UGM inh = M. tuberculosis UGM enzyme inhibitors, primary screen, biochemical, fluorescence polarization, single point. inhibition, % at 10 µM. AID 504406, 2011. UDP-galactopyranose mutase (Mycobacterium tuberculosis (strain ATCC 25618 / H37Rv)), …. 320,000 tested, 0.06% active. purified UGM, fluorescence polarization probe displacement; in the data active = inhibition above about 10%, passing the limit was not always enough
GDH-TPI inh = GDH-TPI coupling enzyme inhibitors, primary screen, artefact control for M. tuberculosis FBA inhibitor project, biochemical, absorbance, full deck | GDH-TPI coupled enzyme counterscreen, NADH absorbance | inhibition, % at 4.8 µM | 360,000 tested, 1.2% active; in the data active = inhibition above about 30%;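 also: 0% = DMSO wells and 100% = wells lacking the enzyme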
Starred values were filed as active, the others as inactive; i = inactive; . = not tested or not shown; & = joins results of further samples; ! = a repeat was not active. This is a subset; rates above refer to the full screens.

No.	Structure	PriA SSB inh	DUSP3 inh	Vc quorum ag	Mtb BioA inh	MazEF act	SARS 3CLpro inh	Rv3671c inh	Mtb FBA inh	Mtb UGM inh	GDH-TPI inh
1	CCn1c(CSCc2ccc(C)cc2)nnc1SCC(=O)N1CCN(c2ccccc2)CC1	2	5	.	1.3	-2	-2	-3	0	-1.3	4
2	CN(C)C=NCCn1c(N2CCOCC2)nc2c1c(=O)n(C)c(=O)n2C	-17	8	-1.2	0.7	-4	-1	-2	13	.	-8
3	CC(CN1CCCCC1)OC(=O)CCc1ccccc1 (centres undefined)	-12	19	i	-0.6	-3	-3	-8	-3	-0.4	-4
4	NC(=O)C1CCN(C(=O)c2ccc(-c3ccccc3)cc2)CC1	-15	4	-2.8	0.5	4	2	11	1	-0.4	0
5	CCCn1c(-c2cccnc2Cl)nc2cc(Cl)c(Cl)cc21	-14	-11	-0.2	5.3	1	6	-1	4	0.0	-2
6	Cc1cc(C)c(C(=O)OCC(=O)NC(=O)c2ccccc2)c(C)c1	-7	.	-1.2	16	4	.	7	1	0.6	-5
7	Cc1nnc(NC(=O)CSc2ccc(-c3ccco3)nn2)s1	-8	6	-0.7	.	-1	-3	-1	0	1.1	0
8	CCC(C)(C)NC(=O)c1cc(OC)c(OC)cc1[N+](=O)[O-]	-13	22	.	-1.6	6	-5	-3	-4	1.3	-3
9	O=C(CSc1nc2c(c(=O)n1-c1ccc(Cl)cc1)SCC2)N1CCOCC1	-10	-13	i	56*	-5	-4	-5	5	0.9	8
10	CN(Cc1ccccc1)C(=O)COc1ccccc1Cl	1	20	0.9	0.8	1	3	6	2	-1.8	-6
11	COc1ccc(SC[C@H](CC(C)C)N2CCN(CCc3ccccc3)CCC2=O)cc1	16	11	i	0.1	-7	.	6	-1	-2.4	8
12	CC(=O)NC1(c2ccccc2)CCN(CC(=O)N2CCC(C)CC2)CC1	-3	22	-0.3	.	-2	-2	4	4	-2.8	4
13	CC1(C)CC(=O)C=C(Nc2ccc(F)cc2)C1	3	6	-0.6	-0.3	-2	-2	-1	2	1.0	24
14	COc1ccc(C2NC(C(=O)O)CS2)cc1COCC(F)(F)F (centres undefined)	4	.	.	.	-4	-10	-5	.	2.2	.
15	O=C(Nc1ccc2c(c1)OCO2)c1c[nH]c(=O)n(-c2ccc(F)cc2)c1=O	38*!	-5	i	-0.7	2	1	8	-2	-0.4	6
16	O=C(CN1C(=O)/C(=C\c2ccccc2F)SC1=S)Nc1nc2ccccc2s1	-5	6	-2.1	.	-1	5	-17	1	-2.0	6
17	Cc1ccc(C(=O)Nc2cccc(C(F)(F)F)c2)cc1NC(=O)c1nccnc1N	-18	7	0.4	-0.7&-1.3	10&8	.	-7	0&1	0.3	-3&4
18	CC12CCC(C(=O)Nc3ccccc3)(C(Br)C1=O)C2(C)C (centres undefined)	-3	-5	-0.2	.	8	0	5	-1	-0.3	-5
19	Cc1ccc(NC(=O)CCNC(=O)c2ccc(Cl)cc2)cc1F	-12	0	-0.2	.	3	2	-5	-1	1.1	-4
20	CCc1nc(NCc2cccnc2)c2oc3ccccc3c2n1	1	26	i	9.3	1	2	7	1	-1.9	9
21	CCC(CO)Oc1cc(NC(=O)c2ccccc2N)c2ncn(C(C)C)c2c1 (centres undefined)	4	.	-0.2	0.6	5	.	-3	5	-3.6	9
22	CCc1ncc(CN2CCCC(C(=O)Nc3ccc(-c4cscn4)cc3)C2)cn1 (centres undefined)	-12	23	-5.8	0.1	5	5	6	3	1.3	0
23	COc1ccc(OC)c(/C=N/NC(=O)c2c(C)nc3ccc(C)cn23)c1	.	6	-0.4	-1.7	3	0	-1	78*	2.2	30
24	CC1(C(=O)O)CCCN1C(=O)c1cccc2ccccc12 (centres undefined)	.	.	-0.7	0.4	.	.	.	-3	.	2
25	O=C(c1ccc(Cl)c(S(=O)(=O)N2CCCC2)c1)N1CCCCC1	-13	37	i	6.4	5	0	-5	-1	-5.5	-1

Entries of single compounds, quoted from the list. Screens in order: PriA SSB inh	DUSP3 inh	Vc quorum ag	Mtb BioA inh	MazEF act	SARS 3CLpro inh	Rv3671c inh	Mtb FBA inh	Mtb UGM inh	GDH-TPI inh
CC12CCC(C(=O)Nc3ccccc3)(C(Br)C1=O)C2(C)C (centres undefined) as listed: -3	-5	-0.2	.	8	0	5	-1	-0.3	-5
CC1(C)CC(=O)C=C(Nc2ccc(F)cc2)C1 as listed: 3	6	-0.6	-0.3	-2	-2	-1	2	1.0	24
CCCn1c(-c2cccnc2Cl)nc2cc(Cl)c(Cl)cc21 as listed: -14	-11	-0.2	5.3	1	6	-1	4	0.0	-2
O=C(CN1C(=O)/C(=C\c2ccccc2F)SC1=S)Nc1nc2ccccc2s1 as listed: -5	6	-2.1	.	-1	5	-17	1	-2.0	6

Continued:
No.	Structure	PriA SSB inh	DUSP3 inh	Vc quorum ag	Mtb BioA inh	MazEF act	SARS 3CLpro inh	Rv3671c inh	Mtb FBA inh	Mtb UGM inh	GDH-TPI inh
26	COC(=O)/C(=C1/Oc2ccc(C(C)(C)C)cc2S1)C(F)(F)F	2	-2	i	.	-27	-2	-8	2	0.1	4
27	CN1CCN(C(=O)C2CC(=O)N(c3ccc(F)c(Cl)c3)C2)CC1 (centres undefined)	-11	0	-0.2	0.1	7	-2	-3	-2	0.1	6
28	CC(=O)c1ccc(NC(=O)c2ccc(C)c(Br)c2)cc1	-18	-11	-2.0	.	-3	7	-1	2	-0.4	7
29	CN(CC(=O)Nc1c(F)cccc1F)Cc1cccs1	-15	1	-0.5	0.8	9	2	0	1	-2.2	-11
30	COc1ccc(CCNS(=O)(=O)c2c(N)n(C)c(=O)n(C)c2=O)cc1OC	-2	1	-0.3	.	7	6	0	1	2.2	9
31	Cc1ccc(NS(=O)(=O)c2cccc3nsnc23)cc1	3	6	-0.7	.	6	-2	0	3	2.7	0
32	O=S1(=O)CSCS(=O)(=O)C1	-16	.	1.2	-0.6	-10	.	.	2	.	4
33	CCc1ccc(C(=O)NNC(=O)[C@H](C)NC(=O)c2ccco2)cc1	-2	.	-0.9	4.8	-1	.	9	0	-5.2	10
34	CC(=O)c1c(C)[nH]c(C(=O)COC(=O)c2ccc3c(=O)n4c(nc3c2)CCC4)c1C	-6	26	i	.	4	2	-1	0	0.3	3
35	CC1(C)C(=O)Nc2ccccc2N1C(=O)COC(=O)c1cccnc1Cl	-15	.	i	2.1	4	.	8	-1	-1.1	16
36	COc1ccc(S(=O)(=O)N2CCN(CC(=O)c3ccc(O)c(O)c3)CC2)cc1	2	11	-0.4	-0.3	7	2	-6	0	0.4	8
37	Cc1cc(NC(=O)CSc2nnc(C)n2-c2ccccc2C)no1	-7	9	i	.	9	1	-5	2	1.8	-2
38	CCOc1ccccc1-c1nc(CN(Cc2cnn(C)c2)C(C)C)c(C)o1	-16	8	-1.6	.	9	-2	9	4	1.8	-1
39	COc1ccc(Cl)cc1NC(=O)CCNC(=O)Cn1ccc2ccccc2c1=O	0	16	-1.3	-2.0	6	-3	-9	-1	-0.4	-2
40	COCCCNc1nc2nonc2nc1NCCSC	-13	10	-0.4	-0.4	-2	5	-1	-2	-0.8	23
41	COc1ccccc1C(=O)Nc1ccc2c(c1)nc1n2CCSC1	1	29	.	5.4	-54	1	-3	4	1.5	6
42	Cc1cc(C)c(C(=O)COC(=O)c2nn(C)c(=O)c3ccccc23)cc1C	-3	.	i	-1.0	1	.	-9	-1	0.7	0
43	Cc1ccc(NC(=O)NC2CCCCC2)c(C)c1	-8	2	i	-1.5	-3	1	3	0	-2.0	10
44	COc1ccccc1NC(=O)CC1C(=O)Nc2ccccc2N1C(=O)c1ccccc1 (centres undefined)	-7	13	-1.4	.	3	5	4	-2	0.6	-2
45	O=C1c2ccccc2S(=O)(=O)N1Cc1cccc(S(=O)(=O)N2CCOCC2)c1	0	3	i	-4.3	-1	2	7	4	-1.3	-7
46	O=C(CNc1cc(S(=O)(=O)N2CCOCC2)ccc1NCC1CCCO1)Nc1ccc(F)c(F)c1 (centres undefined)	8	14	-0.3	-1.0	7	2	-8	6	0.6	5
47	CCc1ccc(NC(=O)c2cc(S(=O)(=O)N3CCc4ccccc43)cn2C)cc1	-3	21	-0.2	-0.8	-2	6	-59	-2	-0.5	-3
48	CCCCCCCCOC(=O)C1=C(C)Nc2nnnn2C1c1cccs1 (centres undefined)	-1	-17	i	4.5	-14	6	-13	1	1.2	6
49	O=[N+]([O-])c1ccc(N2CCN(Cc3ccccc3)CC2)nc1	-1	-8	-0.4	.	8	1	11	-2	2.4	13
50	COc1ccc(NC(=O)c2c(C)nn(Cc3ccccc3Cl)c2Cl)cc1Cl	0	8	-0.6	.	-2	0	-2	-1	-2.8	13

Reprinted at random: 2 records from the list
No.	Structure	PriA SSB inh	DUSP3 inh	Vc quorum ag	Mtb BioA inh	MazEF act	SARS 3CLpro inh	Rv3671c inh	Mtb FBA inh	Mtb UGM inh	GDH-TPI inh
42	Cc1cc(C)c(C(=O)COC(=O)c2nn(C)c(=O)c3ccccc23)cc1C	-3	.	i	-1.0	1	.	-9	-1	0.7	0
43	Cc1ccc(NC(=O)NC2CCCCC2)c(C)c1	-8	2	i	-1.5	-3	1	3	0	-2.0	10

Next records follow.
No.	Structure	PriA SSB inh	DUSP3 inh	Vc quorum ag	Mtb BioA inh	MazEF act	SARS 3CLpro inh	Rv3671c inh	Mtb FBA inh	Mtb UGM inh	GDH-TPI inh
51	NS(=O)(=O)c1ccc(NC(=S)Nc2ccc(OCc3ccccc3)cc2)cc1	-9	0	-1.0	.	-5	1	11	1	-0.1	-4
52	COCC(C)n1c(SCC(=O)NC(=O)Cc2ccccc2)nc2ccccc2c1=O (centres undefined)	-1	.	i	-1.6	3	.	-2	-1	2.2	8
53	O=C(CCC(=O)N1CCN(c2cccc(Cl)c2)CC1)c1cccs1	-5	.	-0.5	5.8	-2	.	0	4	-2.8	3
54	COc1cc(C(=O)NCC(=O)OCC(=O)Nc2nnc(-c3ccccc3)o2)cc(OC)c1OC	8	.	i	-0.4	2	.	1	-4	-0.8	-11
55	CCC(C)NC(=O)c1ccc(CS(=O)(=O)c2ccc(OC)cc2)o1 (centres undefined)	-16	23	0.4	-0.8	-3	-4	9	0	0.3	11
56	Cc1ccc(OCCCCN2CCC(C)CC2)c(Br)c1	0	0	-0.5	-0.8	3	2	-3	2	2.5	-3
57	CSCCCNC(=O)c1ccc(OC2CCN(C(=O)c3cccnc3)CC2)cc1	3	16	-0.3	0.4	4	-2	2	1	1.8	0
58	O=C(c1ccc(NS(=O)(=O)c2ccc(F)cc2)cc1)N1CCC1	-8	.	-0.6	.	-2	.	-5	3	4.1	-5
59	C/C(=N\NC(=O)c1nc2ccccn2c1C)c1cc2ccccc2o1	.	14	-0.3	.	-2	-1	1	1	1.2	33*
60	O=C1C=CC(=O)N1Cc1ccccc1	-6	10	i	-0.4	6	-1	-3	1	-1.2	-21
61	Cc1ccc(NC(=O)COC(=O)C2CC(=O)N(Cc3ccccc3)C2)cc1S(=O)(=O)N(C)C (centres undefined)	-4	30	-0.3	.	7	3	-3	0	-2.7	-8
62	O=C(CSc1ccc2nnc(-c3ccncc3)n2n1)NCc1ccco1	-14	32	-0.3	-1.1	-1	5	1	9	-1.9	4
63	CS(=O)(=O)N(CCc1ccccc1)CC(=O)NCC1CCCO1 (centres undefined)	-9	4	i	.	-1	-5	12	0	1.0	-3
64	CC(NC(=O)CCNC(=O)c1ccccc1Cl)c1ccc(-n2ccnc2)cc1 (centres undefined)	-4	14	i	-0.6	10	-2	-5	0	2.9	10
